ERK EGF block: EGF-driven ERK pathway inhibition; HEK293-V1b, EGF-stimulated phospho-ERK AlphaScreen; Potency, µM (top dose mostly 11.5 µM), without a hit: at the highest dose activity change, negative = inhibition, actives largely listed as inhibitors; hit rate 0.41% among 130,000; AID 1454; active means well fitted inhibition curve with a large enough effect; inconclusive means small, poorly fitted or top-dose-only effect, or effect the other way;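 further: plate controls were stimulated vehicle wells for no effect and unstimulated vehicle basal for full effect; nearly all actives have a fitted effect of over 55% in size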
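Stably V1b-transfected HEK293 cells; 30 min compound, then EGF 25 nM final for 5 min at 37C; 10 min lysis; phospho-ERK by AlphaScreen after 5 hr beads at room temperature.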
The depositor's hits bear a star; ? = inconclusive; [ ] = another dose, or the depositor's remark. Potency means the concentration at half of the fitted maximal effect. Only part of the results is shown, so the mix of outcomes need not match the whole.

SMILES | ERK EGF block
CCCN1C(=O)/C(=C\C=C2/C=CN(CC)c3ccccc32)SC1=S | 12.9%
CCN(C(=O)CSc1nnc(Nc2ccccc2C)s1)C1CCS(=O)(=O)C1 (stereo unspecified) | -3.6%
C=CCn1c(=NC(=O)c2cccs2)sc2cccc(OC)c21 | 5.0%[57.5 µM]
Cc1ccc(NC(=O)CCC(=O)NNC(=O)NC2CCCCC2)c(C)c1 | -1.9%
CCC(c1ccccc1)c1nnc(NC(=O)c2ccco2)s1 (stereo unspecified) | -4.1%[57.5 µM]
Cc1ccccc1OCC(=O)NNC(=O)C1CCCCC1C(=O)O (stereo unspecified) | 4.5%
COc1ccc(CCNC(=O)COC(=O)/C=C/c2cc(OC)c(OC)c(OC)c2)cc1OC | -0.2%
O=C(COC(=O)c1ccc([N+](=O)[O-])s1)Nc1cccc(S(=O)(=O)NC2=NCCCCC2)c1 | -4.1%[57.5 µM]
Cc1ccc(CSc2nnc([C@@H]3CCCN3C(=O)OC(C)(C)C)o2)cc1 | -9.9%[57.5 µM]
CN(Cc1cn(C)nc1-c1ccccc1F)C1CCOC1 (stereo unspecified) | -9.0%
O=[N+]([O-])c1ccc(NC(=S)NCCc2ccccc2)cc1 | 5.3%
CCOC(=O)CN1N=C(/C=C/c2ccc(OCC)cc2)CCC1=O | 7.8%
C=CCN(CC=C)CCCOc1ccc(Br)cc1Cl | 25.5%
CSc1nc2nc3c(cc2c(=O)n1-c1ccc(C)cc1)COC(C)(C)C3 | -2.6%[57.5 µM]
Cc1nn(C)c(C)c1CN(Cc1nc(-c2ccc(F)cc2F)oc1C)C1CC1 | -6.2%
C/C(=N\OCC(=O)Nc1cc(C)cc(C)c1)c1ccc2c(c1)OCCO2 | -2.0%
COC(=O)C1=C(C)NC(C)=C(C(=O)OC)C1c1ccc(-c2cc(Cl)ccc2Cl)o1 | 1.0%
CCOC(=O)c1nnn(-c2ccccc2)c1C | 1.9%
COc1ccc(CNC(=O)CCCn2nc(C)c([N+](=O)[O-])c2C)cc1OC | 0.4%[57.5 µM]
COCCCNC(=S)N1CCN(Cc2ccc3c(c2)OCO3)CC1 | -5.3%
Cc1cc(=O)oc2cc(NC(=O)C3CCCC3)ccc12 | -6.1%
COc1cccc(Nc2nnc(SCC(=O)N3CC(=O)Nc4ccccc43)s2)c1 | -27.7%[57.5 µM]
CCNc1nc(-c2cc3ccccc3o2)cs1 | -4.6%
COc1ccc(NS(=O)(=O)c2ccc(O)c(NC(=O)c3ccc(S(=O)(=O)N4CCCCCC4)cc3)c2)cc1 | 8.9%
Cc1nc2cc(NC(=O)NC(C)(C)C)ccc2n1C | -15.8%

(continued)
SMILES | ERK EGF block
CCS(=O)(=O)N1CCN(S(=O)(=O)c2ccccc2[N+](=O)[O-])CC1 | 5.5%
C/C(=N\O)c1ccc(N2C(=O)C3CC=C(Cl)CC3C2=O)cc1 (stereo unspecified) | 5.2%
O=C(CNCc1ccco1)Nc1ccc(N2CCCCCC2)cc1 | -16.8%
CC(=O)N1CC=CC1(CC(C)C)C(=O)NCC1CC1 (stereo unspecified) | -7.2%
CCCCOc1ccc(NC(=O)Nc2nnc(C)s2)cc1 | 5.6%[57.5 µM]
Cc1ccccc1C(=O)OC1OC(=O)C(Cl)=C1N1CCOCC1 (stereo unspecified) | 6.7%
CC(=O)N(C(C)=O)c1nc(-c2ccccc2)cn1/N=C/c1cccc([N+](=O)[O-])c1 | ?
CC(C)c1ccc(/C=C/c2ccc(=O)n(C)n2)cc1 | 0.5%
COc1ccc(CNC(=O)C2CCCN(Cc3nc(-c4cccc(C)c4)oc3C)C2)cc1 (stereo unspecified) | -2.3%
CN(C)C(=O)CCCCCCCCC(=O)N(C)C | -12.4%[57.5 µM]
CC(C)(C)OC(=O)N1CCC2(CC1)C(C#N)=C(N)OC1=C2C(=O)CCC1 | -3.9%
COc1ccc(NC(=O)c2scc(S(=O)(=O)C(C)C)c2N)cc1 | -5.2%[57.5 µM]
O=C(O)c1cc2ccccc2cc1Nc1ccccc1 | 2.4%[57.5 µM]
COc1cc(CC2COC(=O)C2(O)Cc2ccc(O)c(OC)c2)ccc1O (stereo unspecified) | -16.5%[57.5 µM]
O=C(c1ccccc1NS(=O)(=O)c1cccc(C(F)(F)F)c1)N1CCc2ccccc21 | -8.0%
O=C(NCc1ccccc1)c1ccc(F)c(F)c1 | -3.9%
COc1ccccc1OCC(=O)Nc1ccccc1C(=O)NCc1ccco1 | 2.5%
COc1cc(S(=O)(=O)N2CCCCC2)ccc1NC(=O)c1ccccc1Cl | 4.4%
Cc1ccc(C2(O)CN(c3ccccc3C)C3=[N+]2CCS3)cc1 (stereo unspecified) | -6.0%
COc1ccccc1NC(=O)C[n+]1ccccc1 | -0.3%
Cc1ccc(-n2c(SCC(=O)Nc3ccc4c5c(cccc35)CC4)nc(O)cc2=O)cc1 | 0.2%
Cc1cc(N2CCN(c3ccccc3)CC2)nc(N)n1 | 4.2%
O=C(O)CC(NC(=O)Nc1ccccc1)c1ccc(OC2CCCC2)cc1 (stereo unspecified) | 1.5%
Cc1ccc(S(=O)(=O)NC(CC(=O)NCC2CCCO2)c2ccccc2)cc1 (stereo unspecified) | 0.4%
CCN1C(=O)/C(=C\C(=O)c2cccs2)c2cc(Br)ccc21 | -7.1%

Copied from the list:
ERK EGF block result of CC(C)(C)OC(=O)N1CCC2(CC1)C(C#N)=C(N)OC1=C2C(=O)CCC1 is entered as -3.9%
ERK EGF block result of CCS(=O)(=O)N1CCN(S(=O)(=O)c2ccccc2[N+](=O)[O-])CC1 is entered as 5.5%

Next part:
SMILES | ERK EGF block
CCN1CCN(c2cc(C)c3cc(NC(=S)N4CCCCC4)ccc3n2)CC1 | 7.5%
CCN1CCN(C(=S)Nc2cccc(C(F)(F)F)c2)CC1 | -5.7%
COc1cc(/C=N/n2c(-c3ccccc3)n[nH]c2=S)ccc1O | 6.3%[57.5 µM]
O=c1[nH]nc(N2CCOCC2)c(=O)[nH]1 | -2.0%[57.5 µM]
CCOc1ccc(C(C)(C)C)cc1S(=O)(=O)n1nc(C)cc1C | -6.3%
CCOC(=O)c1nc(Nc2cc(C)cc(C)c2)c2ccccc2n1 | -10.3%
O=C(Cc1ccccc1Cl)Nc1cccnc1 | -1.5%
CCC1=NN2C(=N)/C(=C\c3cccn3-c3ccc(Br)cc3)C(=O)N=C2S1 | 12.2%
COc1ccc(NS(=O)(=O)c2ccc(NC(=O)CCNS(=O)(=O)c3ccc(C)cc3)cc2)cc1 | 4.3%
O=c1c(C=NCc2ccccc2)c(NCc2ccccc2)nc2ccccn12 | -0.2%
Cn1nnnc1SCc1ccc(Cl)cc1 | 8.8%
CC1CCN(c2ccc(C(F)(F)F)cc2N)CC1 | -1.4%
Cc1cc(C)cc(C(=O)NCC(=O)OCc2c(C)noc2C)c1 | 1.3%
CC(NC(=O)C(C)(C)C)C(c1cccs1)N1CCN(Cc2ccccc2)CC1 (stereo unspecified) | 7.1%[57.5 µM]
COC(=O)/C(C#N)=C/c1c(Oc2cc(C)cc(C)c2)nc2c(C)cccn2c1=O | 9.2%
O=C1OC(/C(=C\Nc2cc(Cl)ccc2O)[N+](=O)[O-])c2ccccc21 (stereo unspecified) | -22.8%
COc1cc(NC(=S)NCCSc2ccc(C)cc2)cc(OC)c1 | ?
Cc1no[n+]([O-])c1COc1ccccc1/C=N/n1nnnc1N | -3.1%
CN1CCc2nc(SCC(=O)Nc3ccc(OC(F)(F)F)cc3)c(C#N)c(-c3cccs3)c2C1 | 4.1%
CC[C@H](CO)NCCN[C@@H](CC)CO | 5.2%[25.7 µM]
CC(=O)Nc1cccc(/C(C)=N/NC(=O)c2ccc3c(c2)OCO3)c1 | -5.6%
CN(C)c1ccc(/C=N/N=C2/SC(CC(=O)O)C(=O)N2c2ccc(O)cc2)cc1 (stereo unspecified) | -2.6%
CCCCNc1cnn(-c2ccccc2)c(=O)c1Cl | 2.1%
O=C(/C=C/c1ccc[nH]1)c1ccc(F)cc1 | ?
CCOC(=O)Cn1cc(/C=N/NC(=O)c2cc3ccccc3o2)c2ccccc21 | 19.0%[57.5 µM]

Random excerpt: four entries already listed
SMILES | ERK EGF block
CN(Cc1cn(C)nc1-c1ccccc1F)C1CCOC1 (stereo unspecified) | -9.0%
CCN1CCN(C(=S)Nc2cccc(C(F)(F)F)c2)CC1 | -5.7%
CCCCOc1ccc(NC(=O)Nc2nnc(C)s2)cc1 | 5.6%[57.5 µM]
CCC(c1ccccc1)c1nnc(NC(=O)c2ccco2)s1 (stereo unspecified) | -4.1%[57.5 µM]

(further entries)
SMILES | ERK EGF block
COc1ccc(NC(=S)NCCCN2CCCC2=O)c(OC)c1 | 8.9%
COc1cc2ncnc(NCCCN3CCOCC3)c2cc1OC | 13.9%[57.5 µM]
Nc1ncnc(Nc2cc(C(F)(F)F)cc(C(F)(F)F)c2)n1 | -6.7%[57.5 µM]
Cc1ccccc1/C=C/C12NC(=O)CN1c1ccccc1C2(C)C (stereo unspecified) | -5.7%[57.5 µM]
COc1ccc([N+](=O)[O-])cc1NC(=O)C(C)c1ccccc1 (stereo unspecified) | 5.3%
CC(NC(=O)c1ccc(C(F)(F)F)cc1)C(c1ccccc1)N1CCOCC1 (stereo unspecified) | -1.9%
O=S1(=O)CC/C(=N/Nc2ccccn2)c2cc(F)ccc21 | 1.0%[57.5 µM]
C/C=C\C=C/C(=O)Nc1cccc(C2=NOC3(C2)C[C@@H](C(N)=O)N(C(=O)C2(C)CC2)C3)c1 (stereo partly specified) | 6.2%[57.5 µM]
Cc1ccc2nc(-c3ccc(NC(=O)COCC(=O)O)cc3)sc2c1 | -4.6%[57.5 µM]
CC(NC(=O)c1cccc(S(=O)(=O)N2CCN(C)CC2)c1)C1CC2CCC1C2 (stereo unspecified) | -5.7%
COCCC(=O)N1CCCC(CCC(=O)NCc2ccc(F)c(F)c2)C1 (stereo unspecified) | 6.9%
O=C1CSC(=S)N1/N=C/c1ccc(Cl)c([N+](=O)[O-])c1 | -2.6%[57.5 µM]
CCOC(=O)c1ccc(-n2c(CC)nc3ccccc3c2=O)cc1 | -1.6%
Cc1cccc(CC(C)NC(=O)CCc2nnc(-c3ccccc3)o2)n1 (stereo unspecified) | -1.7%
Cc1oc2ccc(NS(=O)(=O)c3ccccc3)cc2c1C(=O)Nc1ccccc1 | -8.6%
O=C(COc1ccc([N+](=O)[O-])cc1)NCCc1nc2ccccc2[nH]1 | -10.5%[57.5 µM]
C=C(C)Cn1cnc2cc(C)c(C)cc21 | -0.3%
O=C(NC1CCOC1)c1ccc(OC2CCN(CCc3ccccc3)CC2)cc1 (stereo unspecified) | -4.5%
CN1CCC(N(C)C(=S)NC(=O)C23CC4CC(CC(C4)C2)C3)CC1 | -3.1%
CC(=O)c1cccc(NC(=O)c2noc3c2CCc2ccccc2-3)c1 | 1.8%
COc1ccc(CCNC(=O)c2ccccc2Cl)cc1OC | -12.2%
CC(C)(C)NCC(O)COc1cccc2[nH]c(=O)[nH]c12 (stereo unspecified) | 6.2%
CCC(=O)Nc1cccc(-n2nnnc2SCC(=O)N(C(C)C)C(C)C)c1 | -23.5%
O=C(O)CCCNC(=O)CCn1nnc2ccccc2c1=O | 4.2%[57.5 µM]
CCCCc1n[nH]c2c1/C(=N/OCC)CC(C)(C)C2 | -2.3%[57.5 µM]

Further records follow:
SMILES | ERK EGF block
C/C(=N\NC(=O)CN1CCN(Cc2ccc(C)cc2)CC1)c1ccncc1 | -1.7%
COc1ccc(NC(=S)N/C(=N/CS(=O)(=O)c2ccccc2)c2ccccc2)cc1 | -5.7%
Cc1cccc(C)c1NC(=O)NCCSc1snnc1C | -1.4%
O=C1OCC2=C1C(c1ccc(Cl)cc1)CC(=O)N2c1ccc(F)cc1 (stereo unspecified) | -11.4%
CC(=O)NCC(=O)OC(C(=O)c1ccccc1)c1ccc(Cl)cc1 (stereo unspecified) | 3.0%
CC1(C)CC(=O)C/C(=N\NC(=O)C2CC2c2ccccc2)C1 (stereo unspecified) | 4.9%
N=C(N)Sc1nc(N2CCCCC2)nc(N2CCCCC2)n1 | -6.4%
Cc1nc2ccccc2nc1OCc1ccccc1 | -3.1%
Cc1cc(C)c(S(=O)(=O)NCC(=O)NCc2ccco2)c(C)c1 | 1.5%
N#CCC(=O)N/N=C/c1cn(Cc2ccc(Cl)c(Cl)c2)c2ccccc12 | 4.2%[57.5 µM]
Cc1cccc(NC(=S)N(CCCN2CCCC2)Cc2cccn2Cc2ccc(Cl)cc2)c1 | -4.7%
CN1C[C@@H]2C[C@@H](C3=Cc4cc(Cl)ccc4OC3)N3CCC[C@@]23C1=O | -5.2%
COc1ccc(/C=C2\SC(=S)N(C(Cc3ccccc3)C(=O)O)C2=O)cc1 (stereo unspecified) | 7.6%
O=C(CCNC(=O)c1ccccc1Cl)Nc1cc(S(=O)(=O)N2CCOCC2)ccc1N1CCOCC1 | -0.5%[57.5 µM]
Cc1ccc(Nc2ncnc3c2nnn3Cc2ccccc2)cc1 | 10.9%[57.5 µM]
CCOC1CCc2c(C)nc(N)nc2S1 (stereo unspecified) | 22.0%[57.5 µM]
Cc1cc(C(=O)NC2CC2)c2ccccc2n1 | 4.1%
CC(C)C(CCN1C(=O)CCC1=O)C1CCOC(C)(C)C1 (stereo unspecified) | -14.4%[57.5 µM]
Cn1c(=O)c(C(=O)COc2ccc(F)cc2Cl)c(N)n(Cc2ccccc2)c1=O | -4.4%
CCN(CC)S(=O)(=O)c1ccc(N2C(=O)CC2(/C=C/c2ccccc2)C(=O)NC2CCCC2)cc1 (stereo unspecified) | -5.3%

Arranged by the number under ERK EGF block (highest first): some entries from above.
SMILES | ERK EGF block
Cc1cccc(C)c1NC(=O)NCCSc1snnc1C | -1.4%
COc1ccc(NC(=S)N/C(=N/CS(=O)(=O)c2ccccc2)c2ccccc2)cc1 | -5.7%
O=C1OC(/C(=C\Nc2cc(Cl)ccc2O)[N+](=O)[O-])c2ccccc21 (stereo unspecified) | -22.8%

Screens: PubChem, National Center for Advancing Translational Sciences (NCATS)
